USP1 inh: USP1/UAF1 (human) deubiquitinase inhibition | O94782 | recombinant USP1/UAF1, Ub-Rhodamine cleavage fluorescence | Potency, µM (highest dose often 57.1 µM), without a hit: top-dose activity change, negative = inhibition, actives largely listed as inhibitors | 390,000 tested, 0.23% active; further: on the % scale 0 is the no-effect control and ±100 the full control effect; nearly all actives have a fitted effect of over 60% in size; inactives centre near -12
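1 nM enzyme complex + cpd, 15 min RT; start with Ub-Rho 150nM final; kinetic fluorescence ex 480/em 540, 6 reads q60 s. Buffer 50mM HEPES pH 7.8, 0.5mM EDTA, 0.1 mg/ml BSA, 1mM TCEP, 0.01% Tween-20.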
rTrxR1 inhibitor: inhibitors of rat thioredoxin reductase 1. O89049. recombinant rTrxR1, NADPH fluorescence consumption, selenite substrate. Potency, µM (top dose mostly 114 µM), for the others: at the highest dose activity change, negative = inhibition, most hits filed as inhibitors. 390,000 tested, 1% active. AID 588453; further: on the % scale 0 is the no-effect control and ±100 the full control effect; nearly all actives have a fitted effect of over 65% in size
Target sequence (O89049 whole entry, looked up): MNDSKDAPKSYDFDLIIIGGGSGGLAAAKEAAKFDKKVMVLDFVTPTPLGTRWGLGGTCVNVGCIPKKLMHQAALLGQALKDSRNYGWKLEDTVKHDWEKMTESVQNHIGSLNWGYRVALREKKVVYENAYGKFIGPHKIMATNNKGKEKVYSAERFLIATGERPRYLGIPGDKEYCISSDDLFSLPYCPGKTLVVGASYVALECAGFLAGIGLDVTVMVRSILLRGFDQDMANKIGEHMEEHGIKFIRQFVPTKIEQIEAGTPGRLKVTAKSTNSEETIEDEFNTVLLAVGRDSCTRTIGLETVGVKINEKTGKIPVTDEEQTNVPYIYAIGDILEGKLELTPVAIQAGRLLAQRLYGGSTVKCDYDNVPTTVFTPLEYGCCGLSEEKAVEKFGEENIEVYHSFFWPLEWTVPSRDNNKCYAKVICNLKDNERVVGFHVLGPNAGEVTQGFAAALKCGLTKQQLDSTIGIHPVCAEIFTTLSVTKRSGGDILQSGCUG
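Rat TrxR1 (90 nM in the dispensed reagent) was pre-reduced with 400 uM NADPH for 5 min at room temperature, then incubated with compound for 15 min. After 400 uM selenite was added, NADPH fluorescence (Ex 340/Em 450 nm) was followed for 8 min.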
RXFP1 ag: agonists of human relaxin receptor RXFP1 | HEK293T-RXFP1 cAMP TR-FRET, 30 min; response scale: percent of porcine relaxin response, buffer zero | Q9HBX9 | Potency, µM (titrated, usually from 57.5 µM), for the others: at the highest dose activation, most hits filed as activators | 370,000 tested, 0.3% active; further: on the % scale 0 is the no-effect control and ±100 the full control effect; nearly all actives have a fitted effect of over 60% in size; many of its hits are not listed in these tables
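HEK293 cells stably expressing RXFP1, treated 30 min at 37C with compounds plus PDE4 inhibitor Ro 20174; cAMP measured by HTRF TR-FRET. Normalized to buffer and 29 nM porcine relaxin; EC50 by Hill fit.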
TrxR1 substrate: substrates of rat thioredoxin reductase 1 | O89049 | purified TrxR1 substrate turnover, NADPH consumption readout | Potency, µM (top dose mostly 114 µM), for inactives: at the top dose activity change, negative = substrate turnover | 390,000 tested, 0.01% active | AID 588456; further: on the % scale 0 is the no-effect control and ±100 the full control effect; nearly all actives have a fitted effect of over 50% in size
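Rat TrxR1, dispensed at 90 nM, was prereduced with 400 uM NADPH (final) for 5 min at ~22 deg C, then incubated with compound 15 min before 400 uM selenite. A first-read NADPH fluorescence drop versus no-compound background flagged substrates.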
RGS4 inh: inhibitors of human regulator of G protein signaling 4 | P49798 | Transcreener GDP fluorescence polarization, RGS4-accelerated GTP hydrolysis | Potency, µM (top dose mostly 114 µM), for the others: at the highest dose activity change, negative = inhibition, most hits filed as inhibitors | 390,000 tested, 0.039% active; further: on the % scale 0 is the no-effect control and ±100 the full control effect; nearly all actives have a fitted effect of over 75% in size; some results filed as inactive show a strong effect at the top dose
Target sequence (P49798 whole entry, looked up): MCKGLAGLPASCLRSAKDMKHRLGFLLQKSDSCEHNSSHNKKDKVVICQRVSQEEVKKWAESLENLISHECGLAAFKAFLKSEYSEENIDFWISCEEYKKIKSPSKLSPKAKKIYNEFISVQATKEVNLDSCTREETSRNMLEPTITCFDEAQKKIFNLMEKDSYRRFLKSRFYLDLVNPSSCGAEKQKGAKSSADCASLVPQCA
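MLSMR compounds (23 nl, pin-transferred) preincubated 10 min at room temperature with a 500nM (2x) first reagent, then RGS4 at 900nM (2x) plus Transcreener GDP mix added; fluorescence polarization (620/688 nm) read before and after 90 min at 30 °C.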
Vif-APOBEC3G blk: Vif-A3G binding inhibition; HeLa A3G-eYFP + Vif (tagged APOBEC3G with the HIV-1 protein that degrades it), YFP fluorescence, overnight; AID 602310; 410,000 tested, 0.076% active; Potency, µM (top dose mostly 46.1 µM), without a hit: top-dose activity, negative = active, most hits filed as inhibitors;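 further: on the % scale 0 is the no-effect control and ±100 the full control effect; nearly all actives have a fitted effect of over 60% in size; hits raise eYFP signal because A3G escapes Vif-driven loss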
Target sequence (Q9HC16 whole entry, looked up): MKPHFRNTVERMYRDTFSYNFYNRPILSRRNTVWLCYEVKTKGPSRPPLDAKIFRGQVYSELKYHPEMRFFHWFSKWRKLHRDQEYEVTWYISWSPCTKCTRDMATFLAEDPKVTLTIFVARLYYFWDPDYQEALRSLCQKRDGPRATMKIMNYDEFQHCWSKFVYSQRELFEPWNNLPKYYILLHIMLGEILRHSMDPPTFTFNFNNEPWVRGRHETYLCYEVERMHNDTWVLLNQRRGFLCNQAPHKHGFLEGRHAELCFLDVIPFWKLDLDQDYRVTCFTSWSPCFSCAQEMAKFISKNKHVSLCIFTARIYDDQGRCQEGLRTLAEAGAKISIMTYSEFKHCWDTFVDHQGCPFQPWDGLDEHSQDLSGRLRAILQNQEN
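Read-out is eYFP fluorescence (Ex 488/Em 500-530) from Vif-expressing HeLa A3G-eYFP cells; more signal means A3G escaped Vif-mediated degradation. Cells plated overnight, compound pinned in, incubated overnight at 37 deg C.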
ALOX12 inh: blocks human arachidonate 12S-lipoxygenase. AID 1671190. P18054. purified 12hLO, xylenol orange hydroperoxide absorbance. 580,000 tested, 1.1% active. Potency, µM (top dose mostly 108 µM), for the others: top-dose activity change, negative = inhibition, actives largely listed as inhibitors; further: on the % scale 0 is the no-effect control and ±100 the full control effect
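Purified human 12hLO (150 nM final) in 25 mM Hepes, 0.01% Triton X-100, pH 7.0 was preincubated 15 min at room temperature with compound. Then 40 uM arachidonic acid was added, 30 min. Hydroperoxide was read by Fe-XO absorbance ratio 573/405 nm.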
IDH1 R132H inh: inhibitors of human mutant IDH1 R132H. IDH1-R132H enzyme, NADPH consumption, diaphorase/resazurin fluorescence. Potency, µM (top dose mostly 76.6 µM), for the others: at the top dose activity change, negative = inhibition, usual class: inhibitors. 390,000 tested, 0.093% active; further: on the % scale 0 is the no-effect control and ±100 the full control effect; nearly all actives have a fitted effect of over 65% in size
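IDH1-R132H (0.5 ug/mL) preincubated 30 min with compound, then NADPH (0.016 mM) and alpha-KG (2 mM) added; 80 min at RT, pH 7.5. Remaining NADPH coupled via diaphorase/resazurin to fluorescence (540/590 nm); concentration-response curves normalized to no-enzyme control.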
Vif-APOBEC3F blk: blocks the Vif interaction with APOBEC3F; HeLa A3F-eYFP + Vif (tagged APOBEC3F with the HIV-1 protein that degrades it), YFP fluorescence increase; Potency, µM (titrated, usually from 46.1 µM), without a hit: at the highest dose activity, negative = active; 390,000 tested, 0.2% active; AID 602313; further: % of control where 0% means no effect; nearly all actives have a fitted effect of over 65% in size
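Fluorescence increase (Ex 488/Em 500-530) after overnight compound treatment at 37 deg C flags inhibition of Vif-driven A3F-eYFP loss in stable HeLa A3F-eYFP/Vif cells seeded overnight beforehand.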
* marks the source's active call; other numbers are inactive results; ? = inconclusive; . = not tested or not shown; & = joins results of further samples; [ ] = dose if it differs, or a comment. The call rests on the fitted dose curve; in most records, active means well fitted curve in the direction sought with a large enough effect; inconclusive means small, poorly fitted or top-dose-only effect, or another doubt; inactive means no such curve, though single readings can be large; an effect the other way counts as inactive or inconclusive. Potency means the concentration at half of the fitted maximal effect.

SMILES	USP1 inh	rTrxR1 inhibitor	RXFP1 ag	TrxR1 substrate	RGS4 inh	Vif-APOBEC3G blk	ALOX12 inh	IDH1 R132H inh	Vif-APOBEC3F blk
O=S(=O)(c1cccc(Cl)c1)c1nnn2c1nc(NCc1ccc3c(c1)OCO3)c1sccc12	2%	17%	2.3%	10%	-1%	2%	?	15%	3%
COc1ccc(OC)c(Nc2nc3nonc3nc2N2CCCCC2)c1	-3%	-8%	1.7%	-9%	13%	0%	2%	3%	?
COc1ccc(NC(=S)N2CCN(C(=O)c3ccco3)CC2)cc1OC	-11%	-18%	1.3%	-1%	11%	0%	-18%	7%	3%
CCOc1cc(/C=C2/SC(=O)N(CC(=O)N3CCc4ccccc4C3)C2=O)ccc1OCC(=O)O	-3%	-13%[57.1 µM]	1.3%	1%[57.1 µM]	-42%	1%	1%	-1%	7%
O=C(NCC(c1cccnc1)N1CCN(c2ccccc2F)CC1)c1ccccc1 (configuration not stated)	-23%	8%[57.1 µM]	-0.2%	0%[57.1 µM]	14%	1%	-25%	-1%	-1%
Cc1ccc(NC(=O)c2cc(S(=O)(=O)N3CCOCC3)c(Br)s2)cc1	-12%	-12%	-0.2%	-15%	0%	0%	12%	-1%	-4%
O=C(C=Cc1ccco1)c1cc(Cl)ccc1O	-10%	1%[11.4 µM]	.	4%[11.4 µM]	-37%	-21%	?	-3%	13%
N#CC(=C=[N-])c1nc2ccccc2nc1-[n+]1ccccc1	-3%&-19%	28%[57.1 µM]	-0.5%&-1.2%	8%[57.1 µM]	-19%&-8%[56.9 µM]	0%&-1%	?	24%&3%	0%&-9%
CN(CC(=O)Nc1ccccc1Cl)C(=O)CSc1nncn1C	-15%	-10%	0.6%	-9%	10%	-5%	-10%	6%	1%
CCN(C[C@H]1N[C@@](Cc2ccccc2)(C(=O)OC)[C@H]2C(=O)N(C)C(=O)[C@@H]12)C(=O)Nc1ccc(Cl)cc1	-30%	6%	.	-3%	3%	0%	?	2%	11%
FC(F)(F)c1cc(Nc2nc3ccccc3c3nncn23)ccc1Cl	?	21%	2.4%	2%	17%	-4%	-13%	-11%	2%
CCSc1nnc(NC(=O)c2cccc3ccccc23)s1	-1%	24%	0.4%	17%	14%	0%	-7%	5%	-10%
CSc1cccc(NC(=O)COc2cccc3ccccc23)c1	-9%	16%	0.3%	-5%	-37%	3%	5%	-3%	-3%
C[C@H](NC(=O)OC(C)(C)C)c1nnc(SCC(=O)c2ccc(Cl)cc2)o1	-5%	5%	1.3%	-3%	8%	-1%	0%	13%	.
C[C@@H]1CCCCO[C@H](CN(C)Cc2ccc3c(c2)OCO3)[C@@H](C)CN([C@H](C)CO)C(=O)c2cc(NC(=O)c3ccccc3)ccc2O1	-15%	.	.	.	.	-4%	-8%	-1%	3%
CCCN(CCO)Cc1ccc2ccccc2c1	-10%	24%	-0.4%	13%	0%	0%	-1%[57.4 µM]	0%	10%
O=C(NCc1cccc(F)c1)C1CCC(=O)N(CC2CCCCC2)C1 (configuration not stated)	-9%	-6%	1.9%	-5%	11%	0%	-20%	3%	10%
CNC(=O)COC(=O)c1cc(-c2ccc(OC)cc2)nc2ccccc12	-19%	9%	6.4%	34%[activator]	2%	9%	?	-5%	-6%
O=C1C(Cl)=C(Nc2ccccc2)C(=O)c2ccccc21	-25%	0.63µM*	0.5%	-10%	4%	-11%	-1%	-4%	1%
CC(OC(=O)Cc1c[nH]c2ccccc12)C(=O)Nc1ccc(S(N)(=O)=O)cc1 (configuration not stated)	-17%	9%	-0.1%	2%	-9%	1%	-26%	-5%	3%
CCOC(=O)CNC(=O)CSc1nnc(Cn2c(=O)sc3ccccc32)n1-c1ccccc1C	-17%	19%	-2.1%	6%	-4%	-8%	-1%	2%	-1%
CCOc1cc(/C=C2/SC(=S)NC2=O)ccc1OC(=O)c1ccco1	-23%	-6%	0.1%	-5%	-41%	-22%	?	-13%	-22%
CCc1ccc(/C=C2/SC(=S)N(CCC(=O)NCCCN3CCOCC3)C2=O)cc1	-19%	8%	1.8%	1%	-13%	1%	?	-8%	-13%
CCC1(O)CC2CN(CCc3c([nH]c4ccccc34)C(C(=O)OC)(c3cc4c(cc3OC)N(C=O)C3C(O)(C(=O)OC)C(OC(C)=O)C5(CC)C=CCN6CCC43C65)C2)C1 (configuration not stated)	-12%	11%[11.4 µM]	.	9%[11.4 µM]	-15%	-39%	-16%	7%	-4%
C/C(N)=C(/C#N)C(=O)CSc1n[nH]c(-c2cccs2)n1	-7%	5%[57.1 µM]	2.3%	-3%[57.1 µM]	-29%	-4%	-8%	8%	1%
CCOC(=O)C/C(=N\Nc1ncnc2ccccc12)c1ccccc1	-19%	-8%	-0.4%	-10%	21%	0%	2%	-8%	?
O=C(Cc1ccccn1)c1ccc(Cl)cc1	-23%	-8%[57.1 µM]	0.4%	-9%	-9%	1%	5%	-3%	0%
Nc1nnc(SCC(=O)Nc2ccc(Cl)c(C(=O)O)c2)s1	-3%	-6%[57.1 µM]	0.8%	-6%[57.1 µM]	22%	2%	-4%	5%	5%
CCN(Cc1cc2cc(C)ccc2[nH]c1=O)C(=O)c1cccc(OC)c1	0%	6%	2.2%	9%	22%	-6%	5%	17%	5%
COc1ccc(CCNS(=O)(=O)c2ccc(C3CNC(=O)C3)cc2)cc1OC (configuration not stated)	7%	14%	0.0%	8%[57.1 µM]	-16%	2%	-3%	0%	-21%
O=C(c1ccc(F)cc1)C1CCN(C(=O)Nc2ccc(F)cc2)CC1	-8%	-16%	-0.4%	-8%	7%	-4%	0%	5%	.
CCC(C)NC(=O)c1cn(CC)c2cc(N3CCN(C(=O)c4ccco4)CC3)c(F)cc2c1=O (configuration not stated)	-5%	?	0.5%	63%[activator]	-10%[11.4 µM]	-1%	-19%	-7%	-27%
COc1cc2c(cc1OC)[C@@H](Cc1ccc(OCCC#N)cc1)N(C)CC2	?	-26%[57.1 µM]	7.9%	9%	3%	2%	0%	-1%	?
O=C1Cc2cc(CCN3CCN(c4nsc5ccccc45)CC3)c(Cl)cc2N1	.	17%[57.1 µM]	4.1%	12%[57.1 µM]	17µM*	.	-47%[57.4 µM]	.	.
COC(=O)C(O)(CC(=O)Nc1ccc(OC)cc1)C(F)(F)F (configuration not stated)	-13%	7%	1.2%	-2%	24%[56.9 µM]	-1%	-3%	3%	1%
COc1ccccc1NC(=O)CSc1nc2ncccc2[nH]1	-8%	20%[57.1 µM]	0.0%	5%[57.1 µM]	4%	-6%	10%	7%	0%
COc1ccc(OCC(=O)Nc2ccc(S(=O)(=O)N3CCCCC3)cc2)cc1	-18%	5%	0.9%	1%	5%	1%	-7%	3%	3%
CC(C)C1C(=O)N(Cc2cn(CC3CCCCC3)nn2)CCS(=O)(=O)N1Cc1ccc(-c2ccncc2)cc1 (configuration not stated)	-5%	.	.	.	.	-29%	-25%	15%	-8%
N#C/C(=C/C1=C(N2CCOCC2)C(=C/c2ccc(Cl)cc2Cl)/CC1)C(=O)Nc1ccccc1F	-1%	6%	.	-1%	-8%	0%	-7%	-6%	-7%
O=S(=O)(Nc1ccc(F)cc1)N1CCCCCC1	-17%	3%[57.1 µM]	1.1%	7%[57.1 µM]	13%	-6%	2%	2%	0%
CCN1C(=NCC2CC2)N[C@@H](c2cccc(C(F)(F)F)c2)C(C(=O)OC)=C1C	-24%	24%[57.1 µM]	0.1%&-0.8%	15%	1%	2%	.	13%	1%
Clc1ccc(Cn2cc3c(n2)-c2cc4ccccc4n2C3)cc1	.	6%	.	7%[0.0914 µM]	-6%	-3%	.	.	.
COc1cccc(-n2c(CN3CCN(c4ccccc4)CC3)nc3ccc([N+](=O)[O-])cc3c2=O)c1	-1%	?	0.6%	-4%	-44%	2%	-17%	3%	1%
CC(CCc1ccccc1)NC(=O)/C=C/c1ccc(Cl)cc1 (configuration not stated)	-28%	3%[57.1 µM]	2.9%	6%[57.1 µM]	-24%	1%	-29%	2%	-23%
COc1ccc(N2CCN(CCCNC(=O)c3cc(Nc4ccc(OC)cc4OC)nc4ccccc34)CC2)cc1	-25%	-6%[57.1 µM]	0.2%	-15%[57.1 µM]	-16%	3%	?	-1%	0%
O=C(/C=C/Nc1ccc(F)cc1F)c1ccco1	-6%	-17%[57.1 µM]	0.4%	-9%[57.1 µM]	-31%	-4%	-11%	-6%	-1%
O=C(Nc1ccc(N2CCOCC2)cc1)c1ccc(Cl)c(S(=O)(=O)N2CCCC2)c1	-21%	-1%	1.0%	-2%	1%	10%	0%	-10%	-14%

Grouped by structure: those above containing a COOH group.
SMILES	USP1 inh	rTrxR1 inhibitor	RXFP1 ag	TrxR1 substrate	RGS4 inh	Vif-APOBEC3G blk	ALOX12 inh	IDH1 R132H inh	Vif-APOBEC3F blk
CCOc1cc(/C=C2/SC(=O)N(CC(=O)N3CCc4ccccc4C3)C2=O)ccc1OCC(=O)O	-3%	-13%[57.1 µM]	1.3%	1%[57.1 µM]	-42%	1%	1%	-1%	7%
Nc1nnc(SCC(=O)Nc2ccc(Cl)c(C(=O)O)c2)s1	-3%	-6%[57.1 µM]	0.8%	-6%[57.1 µM]	22%	2%	-4%	5%	5%

High-throughput results (PubChem BioAssay)

This is a subset (hit frequency here may not be typical).
